Screening data from PubChem.
SENP8 block-1 = human SENP8 protease inhibitors, primary screen, biochemical, fluorescence, Nedd8 protein substrate, uHTS; Sentrin-specific protease 8 (Homo sapiens), Q96LD8; recombinant SENP8; inhibition, % at 20 µM; actives 0.64% (n = 360,000); AID 602440, 2012; in the data active = inhibition mostly above about 40%, no sharp cut-off; inactive = mostly below about 27%
Target sequence (Q96LD8 whole entry, looked up): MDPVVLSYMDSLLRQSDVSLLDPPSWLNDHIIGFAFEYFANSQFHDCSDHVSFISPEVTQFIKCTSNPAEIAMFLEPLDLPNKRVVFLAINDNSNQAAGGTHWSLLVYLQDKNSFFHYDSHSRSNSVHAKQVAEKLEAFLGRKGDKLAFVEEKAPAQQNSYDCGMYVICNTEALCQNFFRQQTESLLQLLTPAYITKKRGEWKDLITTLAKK
SENP8 block-2 = SENP8 protease inhibitors, primary screen, biochemical, luminescence | AID 2540, 2010 | inhibition, % at 10 µM | actives 1.2% (n = 330,000) | purified SENP8, Z-RLRGG-aminoluciferin cleavage; in the data active = inhibition above about 50%
HKDC1 inh = HKDC1 hexokinase inhibitors, primary screen, biochemical, fluorescence, uHTS | recombinant HKDC1, G6PDH/diaphorase resazurin coupled fluorescence | inhibition, % at 20 µM | Q2TB90 | actives 0.16% (n = 340,000) | AID 493160, 2011;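 active = inhibition above about 35% when tested at 20 µM, limit read from the data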;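 note: plate controls were DMSO wells with enzyme for no effect and DMSO wells lacking enzyme for full effect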
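Material: recombinant HKDC1 hexokinase; Amount: HKDC1 at 5 µg/mL; Medium: Tris pH 8.0 buffer with MgCl2, Tween-20, BSA, BME; Schedule: 90 min reaction incubation at room temperature, dark; Technique: coupled resazurin fluorescence, excitation 525 nm, emission 613 nm.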
SENP6 inh = SENP6 protease inhibitors, primary screen, biochemical, luminescence, uHTS. Sentrin-specific protease 6 (Homo sapiens), Q9GZR1. Recombinant SENP6 catalytic domain, aminoluciferin luminescence. inhibition, % at 10 µM. actives 1.8% (n = 330,000). AID 2599, 2010;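 active = inhibition above about 50% at the single tested dose, limit read from the data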;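 note: plate controls were DMSO wells with enzyme for no effect and DMSO wells lacking enzyme for full effect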
SENP7 block = SENP7 protease inhibitors, primary screen, biochemical, luminescence, uHTS. Sentrin-specific protease 7 (Homo sapiens), Q9BQF6. recombinant SENP7, Z-RLRGG-aminoluciferin luminescence, 40 min. inhibition, % at 5 µM. actives 1.5% (n = 330,000). AID 434973, 2010;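 active = inhibition above about 50% at the single test dose, limit read from the data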;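 note: plate controls were DMSO with enzyme for no effect and no enzyme buffer wells for full effect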
Target sequence (Q9BQF6 706-1050 limits assumed): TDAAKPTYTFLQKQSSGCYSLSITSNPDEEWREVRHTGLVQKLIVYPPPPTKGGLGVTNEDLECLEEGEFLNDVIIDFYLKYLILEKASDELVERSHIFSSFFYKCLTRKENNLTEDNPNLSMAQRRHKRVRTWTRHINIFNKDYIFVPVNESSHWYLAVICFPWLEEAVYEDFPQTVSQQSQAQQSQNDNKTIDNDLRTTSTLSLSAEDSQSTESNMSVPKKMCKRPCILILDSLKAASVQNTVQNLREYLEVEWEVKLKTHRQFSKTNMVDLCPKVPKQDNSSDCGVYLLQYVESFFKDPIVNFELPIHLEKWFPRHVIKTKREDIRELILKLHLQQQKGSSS
PfGluPho inh = PfG6PD enzyme inhibitors, primary screen, biochemical, fluorescence intensity, uHTS; glucose-6-phosphate dehydrogenase-6-phosphogluconolactonase (Plasmodium falciparum 3D7); PfGluPho enzyme, NADPH resazurin-diaphorase fluorescence; AID 504690, 2011; inhibition, % at 20 µM; actives 0.78% (n = 350,000);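 active = inhibition reaching at least a set limit at 20 µM in the primary screen, cut at about 59% in these data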;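 note: 0% = DMSO wells with substrate and 100% = DMSO wells lacking glucose-6-phosphate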
SENP1 FRET inh = human SENP1 catalytic domain inhibitors, primary screen, biochemical, FRET, uHTS. inhibition, % at 10 µM. AID 624204, 2012. actives 0.21% (n = 360,000). recombinant SENP1 catalytic domain, CyPet-SUMO1-YPet FRET cleavage;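 active = inhibition at least 30% at 10 µM, raw YFP signal under a set limit, fluorescence ratio 0.5 to 1.5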;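 note: 0% = enzyme with DMSO and 100% = no enzyme wells; some results filed as inactive read as strong as hits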
Target sequence (Q9P0U3 419-644 limits assumed): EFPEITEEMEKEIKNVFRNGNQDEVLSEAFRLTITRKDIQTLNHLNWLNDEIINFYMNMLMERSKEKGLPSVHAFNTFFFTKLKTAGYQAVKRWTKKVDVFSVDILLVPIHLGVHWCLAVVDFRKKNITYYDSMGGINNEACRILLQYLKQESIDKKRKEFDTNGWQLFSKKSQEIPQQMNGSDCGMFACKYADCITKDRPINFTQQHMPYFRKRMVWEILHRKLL
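System: Recombinant human SENP1 catalytic domain, His6-tagged | Incubation: Enzyme reaction for 50 min at room temperature, dark | Medium: Tris pH 8 with BME, BSA, NP40 and catalase | Also added: 25 nM SUMO1 FRET substrate | Compound: 10 µM single point, 0.5% DMSO | Measured by: FRET fluorescence in CFP and YFP emission channels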
MIN6 prolif = inducers of MIN6 beta-cell proliferation, primary screen, ATP luminescence, uHTS; MIN6 cells proliferation, ATPlite luminescence, 48 h; cells starved in 0.2% serum; 100% = growth in 10% serum; proliferation, % at 10 µM; actives 0.29% (n = 330,000);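 active = compounds whose signal lies at least 3.5 SD above the mean of all wells on their plate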;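 note: 0% = DMSO-treated cells in low-serum medium and 100% = 10% serum control; some compounds called inactive have numbers as strong as hits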
UBC13 inh = UBC13 polyubiquitin chain formation inhibitors, primary screen, biochemical, TR-FRET, uHTS; actives 0.47% (n = 330,000); Ubiquitin-conjugating enzyme E2 N (Homo sapiens), P61088; AID 485273, 2010; inhibition, % at 20 µM; in the data active = inhibition above about 45%, passing the limit was not always enough
Target sequence (P61088 whole entry, looked up): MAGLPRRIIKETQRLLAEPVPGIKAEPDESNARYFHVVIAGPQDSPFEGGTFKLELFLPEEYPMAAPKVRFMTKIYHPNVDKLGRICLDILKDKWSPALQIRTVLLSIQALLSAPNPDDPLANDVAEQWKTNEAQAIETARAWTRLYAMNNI
Starred values were filed as active, the others as inactive; x = not tested or not shown. This is a random part of the collection; overall some 4% were active at least once.

Abbreviations: A = SENP8 block-1; B = SENP8 block-2; C = HKDC1 inh; D = SENP6 inh; E = SENP7 block; F = PfGluPho inh; G = SENP1 FRET inh; H = MIN6 prolif; I = UBC13 inh
1) COc1ccc(CC(=O)Nc2nc(-c3cccc([N+](=O)[O-])c3)cs2)cc1
  A: 21	B: -9	C: 6	D: -11	E: -3	F: -4	G: -1	H: -4	I: -9

2) O=C(OCc1nnc(-c2ccccc2Br)o1)c1ccco1
  A: 10	B: -5	C: 4	D: -4	E: 10	F: 8	G: 1	H: -3	I: -8

3) COC(=O)C1=C(C)NC(C)=C(C(=O)OC)C1C(=O)OCc1nnc(-c2ccccc2Cl)o1
  A: -314	B: -10	C: -3	D: -12	E: -4	F: 15	G: -5	H: 1	I: 9

4) CCOc1nsc(OCC)n1
  A: 12	B: -7	C: -2	D: 5	E: 4	F: -7	G: 2	H: 2	I: 6

5) CCOC(=O)c1ccc(NC(=S)N2CCCC(C(=O)N3CCCC3)C2)cc1 (stereo not drawn)
  A: 10	B: 3	C: -5	D: -9	E: 1	F: 13	G: 6	H: 5	I: 5

6) COc1ccc(/C=C/C(=O)OCC(=O)NC2CCCC2)cc1OC
  A: -310	B: -1	C: 1	D: -5	E: 0	F: -1	G: -1	H: 11*	I: -3

7) O=C(CCc1nnc2n(Cc3ccc(F)cc3)c(=O)c3ccccc3n12)N1CCN(c2ccccn2)CC1
  A: -11	B: -6	C: 8	D: -4	E: -7	F: -13	G: 0	H: -4	I: 6

8) CC(C)(C)NC(=O)NC(=O)COC(=O)c1ccco1
  A: 17	B: 1	C: -10	D: -14	E: 7	F: -11	G: -2	H: -3	I: -2

9) O=C(Cn1cc([N+](=O)[O-])cn1)NCCc1c[nH]c2ccccc12
  A: 10	B: -2	C: 1	D: 20	E: 0	F: -6	G: -2	H: 0	I: 6

10) Nc1ccc(C(=O)OCc2ccncc2)cc1[N+](=O)[O-]
  A: 14	B: -11	C: 7	D: -15	E: -2	F: -10	G: 2	H: 0	I: 19

11) Cc1cccc(CN2C(=O)N/C(=C/c3cc(C)n(-c4ccccn4)c3C)C2=O)c1
  A: -332	B: -3	C: -7	D: -8	E: -7	F: 9	G: -35	H: -1	I: -5

12) Cc1ccc(NC(=S)N2CCC(c3nc4ccccc4s3)CC2)cc1C
  A: 13	B: -1	C: 4	D: 3	E: 2	F: 7	G: 6	H: -3	I: -3

13) COC(=O)N/N=C/c1cc(C)n(-c2ccc(Br)cc2)c1C
  A: 0	B: -10	C: 1	D: 0	E: 3	F: 11	G: -5	H: 0	I: 0

14) N#Cc1ccc2ccn(CC(=O)NC3CCCCCC3)c2c1
  A: -39	B: -3	C: 1	D: -2	E: 4	F: 13	G: -2	H: -1	I: 5

15) NS(=O)(=O)c1cccc(NC(=O)COc2ncnc3c2cnn3-c2ccccc2)c1
  A: 5	B: 2	C: 3	D: -10	E: -3	F: 9	G: -3	H: -1	I: 2

16) Cc1ccc(NC(=O)CCN2C(=O)c3ccncc3C2=O)cc1
  A: 10	B: -1	C: -4	D: 4	E: 5	F: -3	G: 2	H: -3	I: 6

17) CC/C(=N\NC(=O)c1ccc2c(c1)OCO2)C12CC3CC(CC(C3)C1)C2
  A: 30	B: -2	C: -9	D: -7	E: -4	F: 3	G: 1	H: -2	I: 4

18) O=C(NCc1ccc(F)cc1)c1nc(-c2cccs2)no1
  A: 32	B: -6	C: 1	D: 0	E: 4	F: -5	G: 3	H: 1	I: 7

19) Cc1ccc(S(=O)(=O)NCc2ccccc2)cc1C(=O)N1CCCCC1
  A: 7	B: 1	C: 0	D: -12	E: -4	F: 5	G: -2	H: 5	I: 4

20) Cc1cc(NS(=O)(=O)c2ccc(NC(=O)c3cc(-c4ccccc4Cl)nc4ccccc34)cc2)no1
  A: 18	B: 4	C: 6	D: -2	E: -2	F: 15	G: 4	H: -1	I: -5

21) COC(=O)NN1C(=O)C(c2ccccc2)=C(c2ccc(Cl)cc2)C1=O
  A: 3	B: 1	C: 7	D: -4	E: -2	F: -15	G: 2	H: -1	I: -6

22) COc1ccc(NC(=O)C(=O)NCCN2CCN(C(=O)C(c3ccccc3)c3ccccc3)CC2)cc1
  A: 23	B: -13	C: -3	D: -19	E: -3	F: 11	G: 1	H: -3	I: 1

23) Cc1csc2nc(CNC(=O)CCC(=O)O)cn12
  A: 0	B: -3	C: -5	D: 2	E: -7	F: 23	G: 1	H: 2	I: -11

24) CN=C1SC(CC(=O)Nc2cccc(C(F)(F)F)c2)C(=O)N1C (stereo not drawn)
  A: 6	B: -4	C: -6	D: -11	E: -12	F: -4	G: -1	H: -3	I: -4

25) CC(=O)O/N=C(/c1nonc1N)N(C)C
  A: -1	B: 1	C: -10	D: -30	E: 1	F: 9	G: 2	H: 3	I: 1

26) CCc1cc(=O)oc2cc(OC(C)C(=O)NCC(O)c3ccccc3)c(Cl)cc12 (stereo not drawn)
  A: -101	B: -1	C: -1	D: -2	E: -5	F: 51	G: 1	H: -2	I: -3

27) CCc1nnc(NS(=O)(=O)c2ccc(NC(=O)c3ccc(Br)cc3)cc2)s1
  A: 0	B: -4	C: -2	D: 2	E: -4	F: -22	G: 0	H: -1	I: 2

28) COc1ccccc1NC(=O)CN1C(=O)COc2ccc(S(=O)(=O)N3CCC(C)CC3)cc21
  A: 4	B: 3	C: 3	D: 6	E: 3	F: 10	G: 3	H: -1	I: -1

29) CC1(C)C2CCC1(C)C(NCC(O)COc1ccc(C#N)cc1)C2 (stereo not drawn)
  A: 22	B: -7	C: -5	D: -2	E: -6	F: -2	G: 2	H: -3	I: -3

30) NS(=O)(=O)c1ccc(CCNC(c2ccccc2)c2ccccc2)cc1
  A: 18	B: 5	C: -4	D: -6	E: -1	F: -1	G: -7	H: -4	I: 2

Already shown: an excerpt of the list.
Abbreviations: A = SENP8 block-1; B = SENP8 block-2; C = HKDC1 inh; D = SENP6 inh; E = SENP7 block; F = PfGluPho inh; G = SENP1 FRET inh; H = MIN6 prolif; I = UBC13 inh
19) Cc1ccc(S(=O)(=O)NCc2ccccc2)cc1C(=O)N1CCCCC1
  A: 7	B: 1	C: 0	D: -12	E: -4	F: 5	G: -2	H: 5	I: 4

20) Cc1cc(NS(=O)(=O)c2ccc(NC(=O)c3cc(-c4ccccc4Cl)nc4ccccc34)cc2)no1
  A: 18	B: 4	C: 6	D: -2	E: -2	F: 15	G: 4	H: -1	I: -5

21) COC(=O)NN1C(=O)C(c2ccccc2)=C(c2ccc(Cl)cc2)C1=O
  A: 3	B: 1	C: 7	D: -4	E: -2	F: -15	G: 2	H: -1	I: -6

(further entries)
Abbreviations: A = SENP8 block-1; B = SENP8 block-2; C = HKDC1 inh; D = SENP6 inh; E = SENP7 block; F = PfGluPho inh; G = SENP1 FRET inh; H = MIN6 prolif; I = UBC13 inh
31) COc1ccc(C(C)=O)cc1CSc1nnc(SCc2cc(C(C)=O)ccc2OC)s1
  A: x	B: 6	C: -2	D: -12	E: 6	F: -2	G: x	H: 0	I: 4

32) COc1cc(CC(=O)OCC(=O)Nc2ccc([N+](=O)[O-])cc2)cc(OC)c1OC
  A: 6	B: 4	C: -7	D: -1	E: 4	F: 12	G: 0	H: -2	I: -13

33) CCc1ccc(S(=O)(=O)NCc2cn3ccccc3n2)s1
  A: 9	B: 8	C: -6	D: 17	E: 0	F: -11	G: 1	H: -2	I: 4

34) COc1ccc(S(=O)(=O)N2CCOC2CNC(=O)C(=O)NCc2ccc3c(c2)OCO3)cc1OC (stereo not drawn)
  A: 3	B: -10	C: 6	D: 4	E: -9	F: -27	G: 1	H: 7	I: -9

35) COc1ccc(OCCSc2nnc(CCNC(=O)c3ccc(OC)cc3)n2C)cc1
  A: 12	B: -10	C: -8	D: 3	E: -6	F: -15	G: 1	H: -2	I: -10

36) COc1ccccc1/C=C/C=N\N1CCN(Cc2ccccc2Cl)CC1
  A: 4	B: x	C: -5	D: x	E: x	F: 3	G: -1	H: x	I: x

37) COc1ccc(CCN2CC(C(=O)N3CCCCCC3)CCC2=O)cc1 (stereo not drawn)
  A: 13	B: -1	C: -4	D: 46	E: 2	F: 6	G: 2	H: 4	I: -3

38) Cc1ccc2[nH]c(=O)c(CN(C(=O)c3cccc([N+](=O)[O-])c3)C(C)(C)C)cc2c1
  A: 10	B: -7	C: 1	D: -27	E: -6	F: 3	G: 0	H: -3	I: -12

39) O=C(Nc1ccn(CCCNCC2CCCO2)c(=O)n1)OCc1ccccc1 (stereo not drawn)
  A: 11	B: x	C: -3	D: x	E: x	F: -4	G: 1	H: x	I: x

40) CCOC(=O)c1c(C)[nH]c(C)c1S(=O)(=O)N(C)CC(=O)N(C)Cc1ccccc1
  A: 8	B: -5	C: 2	D: -3	E: 5	F: -16	G: -1	H: -2	I: -2

41) C=CC[C@H](CC(=O)N(CCO)Cc1ccccc1)C(=O)N[C@@H](C)COC(=O)[C@@H](CC=C)Cc1ccc(F)cc1
  A: 9	B: 3	C: -3	D: -9	E: -6	F: 1	G: 0	H: -4	I: 9

42) CCCc1cc(C(=O)N2CCCC(N3CCN(c4ccccc4F)CC3)C2)n(C)n1 (stereo not drawn)
  A: 6	B: -1	C: -6	D: 2	E: -5	F: -4	G: 2	H: 1	I: -11

43) CCN(C[C@H]1N[C@@](CC)(C(=O)OC)[C@H]2C(=O)N(Cc3ccccc3)C(=O)[C@@H]12)S(=O)(=O)c1ccc(OC)cc1
  A: 12	B: 12	C: -1	D: -9	E: -2	F: -2	G: 2	H: 1	I: 9

44) Nc1nc(SCc2ccccc2)ns1
  A: 17	B: -6	C: -2	D: -28	E: 3	F: 32	G: 0	H: -1	I: -3

3 structures from above, arranged by heavy-atom count, low to high.
Abbreviations: A = SENP8 block-1; B = SENP8 block-2; C = HKDC1 inh; D = SENP6 inh; E = SENP7 block; F = PfGluPho inh; G = SENP1 FRET inh; H = MIN6 prolif; I = UBC13 inh
19) Cc1ccc(S(=O)(=O)NCc2ccccc2)cc1C(=O)N1CCCCC1
  A: 7	B: 1	C: 0	D: -12	E: -4	F: 5	G: -2	H: 5	I: 4

28) COc1ccccc1NC(=O)CN1C(=O)COc2ccc(S(=O)(=O)N3CCC(C)CC3)cc21
  A: 4	B: 3	C: 3	D: 6	E: 3	F: 10	G: 3	H: -1	I: -1

7) O=C(CCc1nnc2n(Cc3ccc(F)cc3)c(=O)c3ccccc3n12)N1CCN(c2ccccn2)CC1
  A: -11	B: -6	C: 8	D: -4	E: -7	F: -13	G: 0	H: -4	I: 6
